# Salmonella PhoP GFP: inhibitors of PhoP regulon expression, primary screen, Salmonella Typhimurium, GFP reporter (AID 1863); S. Typhimurium PhoP-regulated promoter GFP reporter, 4 h; higher % means a stronger effect; one-dose inhibition, % at 50 µM; IC50 in µM for titrated hits; 300,000 compounds, 0.16% hits;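 active = inhibition over 29.93%, a cutoff 3 SD above the screen mean, later confirmed by dose response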;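 also: 0% = low Mg2+ inducing control and 100% = high Mg2+ repressing control; strong numbers were not always called active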
# Dynein transport: inhibitors of GR-EGFP nuclear translocation, primary screen, dynein cargo transport inhibitor project, imaging, high-content, 3617.4 mouse cells. test concentration mostly 20 µM; stimulated with dexamethasone, 1 µM; hits give low values. z-score, hits read low. 220,000 compounds, 0.47% hits;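 active = plate z-score of nuclear minus cytoplasmic receptor signal below a set negative limit, without overly bright fluorescence or cell loss, cut at about -3.5 in these data, passing the limit was not always enough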;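 also: z-score of nuclear minus cytoplasmic ring GR-EGFP intensity difference per well; some compounds called inactive have numbers as strong as hits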
#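 medium = tetracycline-free induction medium containing charcoal-stripped FBS | probe or stimulus = dexamethasone, 1.0 µM final | timing = 48 h induction, then 1 h compound, then 30 min agonist, 37 °C | detection = automated 10x imaging of fixed Hoechst-stained cells | read-out basis = nuclear versus cytoplasmic GR-EGFP signal, averaged per well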
# ER stress rescue: rescue of cells from ER stress-induced death, primary screen, 384-well, CSM14.1, thapsigargin, ATP luminescence (AID 1222). CSM14.1 thapsigargin-induced death rescue, ATP luminescence; higher % means a stronger effect. cellular ATP content (survival), % at 20 µM, or EC50 in µM where a hit was titrated. 190,000 tested, under 10 active;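 active = EC50 below 50 µM in the dose-response confirmation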;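 also: death triggered by thapsigargin at about 15 µM added after 2 h compound pretreatment; cell ATP read after overnight thapsigargin exposure of roughly 18 to 22 hours; normalized against plate controls of thapsigargin alone and 5% DMSO vehicle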
# Autophagy HCS: autophagy modulators in MEF cells, primary screen, imaging, high-content, MEF GFP-LC3. MEF GFP-LC3 puncta imaging; test concentration mostly 10 µM. calls only at 10 µM (by protocol). 190,000 compounds, 0.98% hits. AID 463193, 2010;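 active = percentage of spot-positive cells more than 3 SD above its plate mean, without a fluorescence outlier flag or 80% toxicity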;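 also: spot-positive cell cutoff set from DMSO-treated cells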
# Ins promoter up: insulin promoter activators in MIN6 cells, imaging, high-content screening, mouse beta cells; MIN6 insulin promoter-GFP reporter; hits give high values; z-score at 5 µM; 190,000 compounds, 0.3% hits; AID 1625, 2009;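 active = z-score above 3 at 5 µM with at least 500 cells counted in the well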
# T cell modulator: modulators of CD8 T cell-vesicle binding, primary screen, mouse 2C CD8+ T cells, flow cytometry; 2C CD8+ T cell-vesicle binding; hits give low values; AID 2052, 2009; calls only at 7 µM; 330,000 compounds, 0.068% hits;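 active = response, share of CD8 T cells binding vesicles, and their 90th percentile fluorescence all below set limits, cut at about 80% in these data, passing the limit was not always enough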
#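 Material: murine 2C transgenic CD8+ T lymphocytes / Also added: QL9-peptide-loaded Drosophila micro-vesicles bearing Ld, ICAM-1 and B7-1 / Schedule: binding step 1.5 h, 37 °C, antibody labelling 20 min, ice / Signal: flow cytometry, PE anti-B7-1 (FL2) versus Alexa647 anti-CD8 (FL8), PFA-fixed / Evaluation: percent CD8+ FL2 mean versus row control / Benchmarks: naked versus QL9-loaded vesicles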
# MT stabilizer: microtubule stabilizers in HeLa cells, primary screen, imaging, high-content imaging; AID 2205, 2009; HeLa tubulin immunostaining HCS, 24 h; share of cells brighter than vehicle mean+2SD; 200,000 compounds, 0.83% hits; % tubulin-high responders, % at 10 µM;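 active = plate Z-score above 3 for both tubulin-high and condensed-nucleus cell shares, with cell loss under 80%, at 10 µM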;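 also: anti alpha tubulin signal scored within the nucleus-defined area of each cell; some results filed as inactive read as strong as hits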
# Lipid droplet: inhibitors of hepatocyte lipid droplet formation, primary screen, imaging, high-throughput imaging, BODIPY stain. AML12 mouse hepatocytes, oleate lipid droplets. inhibition, % at 6.5 µM. 240,000 compounds, 0.4% hits;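 active = lipid droplet intensity inhibited by at least 50%, with more than 500 cells counted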
#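 Assay system: AML12 hepatocytes (mouse) / Also added: 100 µM oleic acid challenge / Times: overnight treatment with compound plus oleate / Detection: high-content imaging of BODIPY-stained droplets and DAPI nuclei / Evaluation: % inhibition of lipid droplet signal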
# bCat nuc transl: modulators of beta-catenin nuclear translocation, primary screen, imaging, HeLa cells, immunofluorescence, high-content. nuclear translocation activity, % at 5 µM. 190,000 compounds, 0.3% hits. AID 1665, 2009;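 active = nuclear translocation activity above 50% at 5 µM, with a well cell count of 50 or more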;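 also: per-cell ratio of nuclear to cytoplasmic median beta-catenin stain intensity; plate controls were DMSO negative control for no effect and GSK-3 inhibitor IX positive control for full effect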
#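 Read-out: Nuclear/cytoplasmic beta-catenin signal ratio, % activation | Assay system: Human HeLa cell line | Times: 24 h compound exposure at 37°C, 5% CO2 | Signal: Fluorescence imaging of beta-catenin antibody stain plus DAPI | Dosing: 5 µM primary, 0.02–20 µM confirmation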
# Dynein transport cytoplasmic EGFP: further read-out of Dynein transport, marked with its call; z-score; measured here: cytoplasmic GR-EGFP intensity; hits give high values
# Dynein transport nuclear GR-EGFP: second read-out of Dynein transport, no call of its own (marks repeat the call); z-score; measured here: nuclear GR-EGFP intensity;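 lower value marks the stronger effect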
# Dynein transport cell count: recorded beside Dynein transport, whose call it bears; z-score; measured here: cell count per field
# Ins promoter up cell count: second read-out of Ins promoter up, no call of its own (marks repeat the call); cell count; measured here: cytotoxicity, nuclei count;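 total cells summed across four imaged fields per well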
# Lipid droplet cells 6.5 µM: further read-out of Lipid droplet, marked with its call; cell count; measured here: cell count, cytotoxicity flag;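 cells counted across two imaged fields per well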
# bCat nuc transl cell count 5 µM: also measured in bCat nuc transl; calls as there; cell count; measured here: cell count, cytotoxicity flag
# T cell modulator vesicle-bound %: also measured in T cell modulator; calls as there; double positive events, %; measured here: CD8+ vesicle-bound cell fraction;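 binding gate set so that unloaded-vesicle control wells show 10% double positive cells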
# MT stabilizer Hoechst-high %: also measured in MT stabilizer; calls as there; % Hoechst-high responders; measured here: nuclear condensation Hoechst responders;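 share of cells brighter than vehicle mean plus two SD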
# MT stabilizer cytotoxicity %: recorded beside MT stabilizer, whose call it bears; toxicity, %; measured here: cytotoxicity by cell density;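 0% = mean cell density of plate MIN control wells and 100% = no cells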
# Autophagy HCS cell loss 18 h: second read-out of Autophagy HCS, no call of its own (marks repeat the call); toxicity, %; measured here: cell loss, nuclei count;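 cell loss after 18 h compound exposure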
# Active calls of the source: *; i = inactive; · = not tested or not shown.
SMILES,Salmonella PhoP GFP,Dynein transport,Dynein transport cytoplasmic EGFP,Dynein transport nuclear GR-EGFP,Dynein transport cell count,ER stress rescue,Autophagy HCS,Autophagy HCS cell loss 18 h,Ins promoter up,Ins promoter up cell count,T cell modulator,T cell modulator vesicle-bound %,MT stabilizer,MT stabilizer Hoechst-high %,MT stabilizer cytotoxicity %,Lipid droplet,Lipid droplet cells 6.5 µM,bCat nuc transl,bCat nuc transl cell count 5 µM
CC(NC(=O)c1ccc(=O)oc1)c1ccccc1 (stereo unspecified),25%,-0.57,0.04,-0.048,0.056,0.1%,i,-6,·,·,i,60,2.4,3.9,8.6,2,722,-2.3,1170
CCC(=O)Nc1ccc(S(=O)(=O)Nc2ncccn2)cc1,-5%,2.4,-0.023,2.6,-1.8,-0.3%,i,-9,1.1,905,i,11,1.7,1.5,4.3,-12,818,·,·
CCC(C)(C)NC(=O)C(c1cccn1C)N(Cc1ccccc1)C(=O)Cn1nnc2ccccc21 (stereo unspecified),8%,-0.2,-0.35,-0.068,0.54,1.9%,i,-13,·,·,·,·,3.5,3.9,5.9,·,·,-1.7,1146
COC(=O)CC1=C(C)C(=O)CC2C(C)(C)CCCC12C (stereo unspecified),-1%,-1.1,-0.24,-0.59,0.19,0.7%,i,4,0.18,1227,i,30,2.8,1.4,6.5,·,·,-4.0,957
Cc1ccc(NC(=O)C(=Cc2ccc(C(=O)O)cc2)C(=O)Nc2ccc(C)cc2C)c(C)c1,-4%,-6*,0.93*,-2.4*,-0.34*,·,·,·,0.64,936,i,23,·,·,·,34,787,3.5,1333
Cn1c(CC(=O)Nc2ccccc2)c(Sc2ccccc2)c2ccccc21,-7%,-0.56,-0.26,-0.13,0.64,-1.3%,i,15,-0.25,1197,i,62,4.0,2.3,1.8,42,493,-0.8,954
O=C(N/N=C/c1cccc([N+](=O)[O-])c1)c1ccc2nc[nH]c2c1,11%,-0.6,-0.2,-0.19,1.2,1.6%,i,-12,0.41,748,i,42,1.3,1.2,9.2,-13,722,·,·
Cc1ccc(S(=O)(=O)C2CCOC2=O)cc1 (stereo unspecified),-2%,-0.36,0.45,-0.24,-0.082,-0.6%,i,2,0.88,939,i,12,0.7,0.5,7.4,2,776,·,·
CCCCn1nnc(NC(=O)c2ccco2)n1,-4%,-0.95,-0.2,-1.1,0.72,0.2%,i,-3,0.2,1855,i,34,2.8,1.6,4.5,10,616,-0.7,1062
Cc1cc([N+](=O)[O-])nn1CC(=O)Nc1cnc2ccccc2c1,-4%,0.053,-0.31,0.1,0.17,-0.1%,i,3,-0.63,1221,i,19,3.4,3.2,5.7,-26,675,0.5,1097
O=C(O)CSCNC(=O)C12CC3CC(CC(C3)C1)C2,-11%,-0.47,-0.21,-0.21,0.58,1.2%,i,3,0.64,917,i,39,1.9,1.4,6.0,1,768,-2.7,1100
O=C(CN1CCN(S(=O)(=O)c2ccc(Br)cc2)CC1)N/N=C/c1ccncc1,-17%,1.1,-0.25,0.53,-0.086,·,·,·,-0.35,1090,i,57,·,·,·,-19,662,-1.3,1291
O=c1[nH]c2cc3c(cc2cc1C(c1nnnn1CC1CCCO1)N1CCCCCC1)OCO3 (stereo unspecified),7%,0.13,-0.22,-0.0097,-0.74,-0.8%,i,3,·,·,·,·,3.1,1.6,3.1,4,715,1.9,981
CCS(=O)(=O)C(C)(CCl)C(=O)Nc1ccc(C(=O)OC)cc1 (stereo unspecified),-9%,0.44,-0.27,0.75,-0.27,·,·,·,0.2,1021,i,7,·,·,·,5,724,-0.8,1269
Cc1cccc(OC(=O)c2sc3ncn(C)c(=O)c3c2C)c1,-6%,-1.4,-0.23,-0.68,1.3,4.2%,i,-3,·,·,i,60,2.0,2.5,6.6,-5,764,·,·
Cc1cc(N2C(=O)c3ccccc3C2=O)n(C)n1,-11%,-0.57,-0.28,-0.3,0.72,·,·,·,3.8*,1420*,i,21,·,·,·,-14,717,-5.0,1212
C/C(=N\NC(=O)c1cc2ccccc2cc1O)c1cc2ccccc2o1,-3%,0.5,-0.15,0.13,-0.033,·,·,·,-0.09,1356,i,25,·,·,·,-18,514,-0.7,1247
CCCC(=O)n1nc(-c2ccco2)nc1N,5%,0.28,-0.42,0.28,-0.082,-0.6%,i,16,0.14,1296,i,39,2.8,2.4,10,·,·,1.2,1478
CC(C)CNC(=O)C1CCCN(C(=O)NCc2ccccc2)C1 (stereo unspecified),-8%,2.7,0.052,1.3,-2.4,-0.9%,i,-3,-1.5,1083,i,55,2.3,1.6,3.5,2,684,0.6,953
CC(/C=C/c1ccccc1)=N\NC(=O)CNC(=O)c1ccccc1Cl,-13%,-0.21,-0.25,0.039,0.67,0.3%,i,2,-0.14,1273,i,56,4.7,2.7,5.6,-8,557,2.6,461
O=C(CSc1nc2ccccc2c(=O)n1-c1ccc(F)cc1)Nc1ccc(Cl)c(S(=O)(=O)N2CCOCC2)c1,3%,-0.8,-0.1,0.38,0.3,1.2%,i,7,-0.21,1218,i,8,2.6,2.7,8.3,-5,712,-2.7,543
O=C(NCC1CCN(S(=O)(=O)c2ccccc2)CC1)Nc1ccc(F)cc1,-9%,0.46,-0.25,0.17,0.42,·,·,·,0.01,1418,i,31,·,·,·,3,652,-3.3,1122
Cc1nn(C)c(C)c1S(=O)(=O)N1CCCC(C(=O)N2CCN(c3ccccc3)CC2)C1 (stereo unspecified),2%,1.9,-0.039,1.4,-1.2,0.1%,i,1,-0.6,855,i,26,4.2,2.3,2.6,·,·,·,·
O=C(c1ccccc1)c1ccc(OCC(O)CN2CCN(S(=O)(=O)N3CCCCC3)CC2)cc1 (stereo unspecified),-2%,1,-0.36,0.31,0.17,0.3%,i,-2,-0.81,667,i,38,1.6,1.8,7.5,4,720,·,·
Cc1sc(NC(=S)NC(=O)c2ccco2)c(C(N)=O)c1C,-10%,-0.72,-0.35,-0.31,0.8,7.5%,i,4,-0.3,1221,i,26,4.3,2.6,5.7,-3,716,-1.2,1095
C/C(=N\NC(=O)c1ccc(CSc2nncn2C)cc1)c1ccc(Cl)cc1,7%,0.3,-0.22,-0.15,-0.27,-1.3%,i,4,0.53,1392,i,35,3.8,2.6,1.3,20,674,-0.8,989
COc1ccc(C)cc1-n1c(C)cc(C=O)c1C,-8%,-0.8,-0.24,-0.17,0.24,1.1%,i,-11,-0.48,1442,i,9,2.7,2.4,7.1,8,668,-2.5,917
Cc1ccccc1OCc1nnc(SCc2cc(=O)[nH]c3ccccc23)n1-c1ccccc1,14%,0.094,-0.22,0.31,-1.1,-1.4%,i,-3,-0.17,1559,i,62,2.4,2.2,7.3,7,578,-2.6,1080
Clc1ccc(Oc2nc3c(Cl)cccc3s2)cc1Cl,0%,1.9,-0.61,1.3,-1.6,·,·,·,-0.19,943,i,26,·,·,·,22,678,-0.4,1301
Cc1ccccc1N1CCN(C(=S)c2ccccc2)CC1,1%,-0.14,-0.28,-0.5,-0.28,-0.5%,i,5,-1.1,1282,i,47,3.0,3.4,3.9,-9,667,3.4,519
CCc1cc(C(c2ccc(OC)c(OC)c2)N2CCOCC2)c(NC(=O)c2ccccc2)s1 (stereo unspecified),12%,-1.1,-0.18,-0.72,0.056,4.6%,i,17,-0.48,1542,i,44,5.1,3.0,5.5,-21,630,-2.6,1213
COc1ccc(NC(=O)CN2CCc3ccccc3C2)cc1OC,-8%,-0.13,-0.22,0.75,-0.47,·,i,18,-0.4,1238,i,58,0.9,1.8,4.5,2,677,-2.8,1071
O=C(NC1CCCCC1)N1CCc2[nH]c3ccccc3c2C1,22%,-0.32,-0.19,-0.34,-0.41,0.9%,i,22,0.12,990,i,13,2.2,1.8,6.2,·,·,3.6,1163
O=C(Nc1ccccc1Cl)c1ccc(S(=O)(=O)N2CCOCC2)cc1,15%,-0.42,-0.26,-0.073,0.63,0.5%,i,0,-0.44,1214,i,31,4.3,2.5,6.4,-25,723,-3.1,1195
O=C1NC(=O)/C(=C\c2ccc(Sc3ccc(Cl)cc3)o2)N1,-24%,0.55,-0.17,0.94,-0.032,-0.7%,i,-8,·,·,i,54,1.2,0.8,3.4,-2,778,1.8,1130

# Compound activity from PubChem.
